# Avidin bead fluor = green autofluorescence of compounds with avidin beads – biophysical, 488/530 nm, flow cytometry, artefact control, profiling panel. compound fluorescence 488/530 nm; active compounds read high. fluorescence (KMESF) at 10 µM. 220,000 tested, 0.38% active; in the data active = fluorescence above about 47; note: inactives centre near 10
# Rac1 act GTP bind = GTP binding modulators of activated mutant Rac1, primary screen, biochemical, bead-based flow cytometry, multiplex, fluorescent GTP. GST-Rac1 activated beads; actives lie on both sides; 100% means binding = to untreated wells. percent activity (GTP binding), % at 10 µM. 190,000 tested, 0.11% active. AID 764, 2007;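 active = GTP binding at least 20 percentage points away from the 100% baseline, in either direction, so actives lie on both sides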
# Rac1 wt modul = wildtype Rac1 GTP binding modulators, primary screen, biochemical, GST-Rac1 beads, flow cytometry, multiplex; 190,000 tested, 0.27% active; fluorescent GTP binding; actives lie on both sides; 0 = cold GTP competed, 100 = untreated; GTP binding activity (% of control), % at 10 µM; Ras-related C3 botulinum toxin substrate 1 (Homo sapiens), P63000; AID 757, 2007;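 active = GTP binding activity at least 20 points away from the 100% control level, either lower or higher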
# Rab7 wt modul = modulators of GTP binding to Rab7, primary screen, biochemical, wildtype, multiplex bead flow cytometry. Rab7 GTPase wild type (dog), Bodipy-FL-GTP binding. GTP binding activity (percent of control), % at 10 µM. 190,000 tested, 0.055% active. GST-Rab7 beads, fluorescent GTP binding; actives lie on both sides; untreated = 100%, excess cold GTP = 0%;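 active = fluorescent GTP binding to Rab7 beads changed by at least 20 points from the 100% baseline, either direction, mostly lower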;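 note: median green fluorescence of bound Bodipy-FL-GTP per Rab7 bead population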
# HRas wt GTP bind = modulators of GTP binding to HRas wildtype, primary screen, biochemical, bead-based flow cytometry, multiplex | GTPase HRas (Homo sapiens), P01112 | GST-Ras wt beads, Bodipy-FL-GTP binding; actives lie on both sides | GTP binding activity, % at 10 µM | 190,000 tested, 0.14% active | AID 759, 2007;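 active = GTP binding activity at least 20% away from the 100% baseline, either lowered as inhibitor or raised as activator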;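 note: 0% = unlabeled GTP competition control and 100% = no-compound control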
# Target sequence (P01112 whole entry, looked up): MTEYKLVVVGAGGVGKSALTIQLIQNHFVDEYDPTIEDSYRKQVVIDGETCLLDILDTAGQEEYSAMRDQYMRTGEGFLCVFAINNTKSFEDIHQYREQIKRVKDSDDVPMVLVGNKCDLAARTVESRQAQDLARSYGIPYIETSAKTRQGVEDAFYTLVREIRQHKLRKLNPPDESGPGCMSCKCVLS
# Mcl1 Noxa PPI = Mcl-1/Noxa binding inhibitors, primary screen, biochemical, TR-FRET, 1536-well. TR-FRET Mcl-1/Noxa peptide binding, 2 h. inhibition, % at 21.7 µM. 220,000 tested, 1.5% active;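 active = compounds that cut the protein-peptide binding signal by more than 50% relative to plate controls in a single-dose test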;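 note: His-tagged Mcl-1 with rhodamine Noxa BH3 peptide and terbium anti-His antibody; 0% = Mcl-1 plus Noxa peptide wells and 100% = peptide-only wells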
# Target sequence (Q07820 whole entry, looked up): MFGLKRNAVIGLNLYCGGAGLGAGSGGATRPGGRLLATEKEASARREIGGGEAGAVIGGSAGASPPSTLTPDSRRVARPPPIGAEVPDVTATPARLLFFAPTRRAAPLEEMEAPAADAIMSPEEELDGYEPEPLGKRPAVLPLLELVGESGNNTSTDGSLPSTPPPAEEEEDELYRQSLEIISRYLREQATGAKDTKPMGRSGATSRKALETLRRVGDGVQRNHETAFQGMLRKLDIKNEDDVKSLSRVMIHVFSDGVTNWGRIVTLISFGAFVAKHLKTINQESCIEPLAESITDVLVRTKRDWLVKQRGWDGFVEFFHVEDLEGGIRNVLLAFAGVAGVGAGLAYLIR
# Pf gametocyte = late stage P. falciparum gametocyte viability inhibitors, primary screen, ATP luminescence, HTS; AID 743093, 2013; 150,000 tested, 0.065% active; P. falciparum stage V gametocytes, 24 h; inhibition, % at 10.9 µM;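 active = inhibition above the mean plus 3 SD of compounds within the control limits, set per campaign, cut at about 38% in these data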;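 note: 0% = DMSO wells and 100% = medium only without gametocytes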
# Rab2A wt mod = modulators of GTP binding to Rab2A wildtype, primary screen, biochemical, dog, bead-based flow cytometry, multiplex | GTP binding activity, % at 10 µM | 190,000 tested, 0.19% active | AID 760, 2007 | GST-Rab2 wt beads, Bodipy-GTP binding | Ras-related protein Rab-2A (Canis lupus familiaris), P61105;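 active = GTP binding activity at least 20 points away from 100%, either lowered or raised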;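 note: 0% = beads with excess unlabeled GTP and 100% = no-compound control corrected for plate trend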
# Cdc42 wt = modulators of GTP binding to wildtype Cdc42, primary screen, biochemical, multiplex bead flow cytometry, Bodipy-GTP; percent activity (GTP binding), % at 10 µM; GST-Cdc42 beads; actives lie on both sides; 190,000 tested, 0.2% active;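 active = percent activity GTP binding at least 20 points away from the 100% baseline, either down as inhibitor or up as activator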;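 note: median bead fluorescence of bound Bodipy-FL-GTP at 100 nM; 0% = excess unlabeled GTP control and 100% = no compound control; below 100% means less GTP binding so inhibitor and above means activator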
# Target sequence (P60953 whole entry, looked up): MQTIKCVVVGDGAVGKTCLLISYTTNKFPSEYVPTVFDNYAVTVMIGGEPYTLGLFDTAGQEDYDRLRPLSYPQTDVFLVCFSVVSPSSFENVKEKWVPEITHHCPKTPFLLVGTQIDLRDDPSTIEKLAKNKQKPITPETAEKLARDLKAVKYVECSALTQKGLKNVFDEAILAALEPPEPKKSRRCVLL
# ABCB1 block = ABCB1 efflux pump inhibitors, primary screen, cell-based, multiplex, flow cytometry, ABCG2 counter-screen; CCRF-Adr cells, JC-1 efflux; inhibition, % at 6.6 µM; 190,000 tested, 0.067% active; AID 1326, 2008; in the data active = inhibition above about 40%;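 note: 0% = vehicle and 100% = reference inhibitor; higher value means more JC-1 retained so stronger ABCB1 efflux block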
# ABCG2 block = ABCG2 efflux pump inhibitors, primary screen, multiplex with ABCB1, IgMXP3 cells, flow cytometry; inhibition, % at 6.6 µM; 190,000 tested, 0.1% active; Broad substrate specificity ATP-binding cassette transporter ABCG2 (Homo sapiens), Q9UNQ0; JC-1 efflux;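 active = inhibition above 80%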;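 note: 0% = DMSO and 100% = nicardipine control wells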
#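 Test system: IgMXP3 (ABCG2) plus far-red-tagged CCRF-Adr (ABCB1) cells / Amount: 3 million cells/mL in well / Reagent: JC-1 transporter substrate / Timing: 10 min compound exposure, 25 °C / Signal: flow cytometry, 530 nm JC-1 signal / Read-out: percent efflux inhibition, scaled nicardipine 100% to DMSO 0% / Benchmarks: nicardipine as high control, DMSO as low control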
# * hit, by the source's call; . = no result given.
SMILES,Avidin bead fluor,Rac1 act GTP bind,Rac1 wt modul,Rab7 wt modul,HRas wt GTP bind,Mcl1 Noxa PPI,Pf gametocyte,Rab2A wt mod,Cdc42 wt,ABCB1 block,ABCG2 block
CCOC(=O)c1ccc2c(c1)C(=O)N(C1CCCCC1)C2=O,14,96.0,100.0,97.0,102.0,-3.6,10.7,100.0,99.0,1.4,8.2
CC1CCCCC1NC(=S)Nc1cccc(S(=O)(=O)N(C)C)c1 (stereo unspecified),6,96.0,102.0,105.0,100.0,14.0,-13.4,102.0,101.0,0.8,6.5
CC1(C(=O)Nc2nnc(SCc3ccccc3)s2)Cc2ccccc2C(=O)O1 (stereo unspecified),6,95.0,99.0,95.0,97.0,3.9,5.7,96.0,94.0,-0.2,7.5
COc1cccc(C(=O)NCC(=O)OCC(=O)Nc2cc(OC)c([N+](=O)[O-])cc2C)c1,4,103.0,102.0,95.0,100.0,14.8,.,102.0,102.0,0.0,9.1
COc1ccc(C2C(C#N)=C(N)Oc3cc(N)ccc32)cc1OC (stereo unspecified),20,99.0,107.0,104.0,105.0,9.1,11.9,101.0,104.0,-0.1,-0.3
O=C(COC(=O)C1CCCC1)NCc1ccc(Cl)cc1,26,92.0,97.0,102.0,97.0,18.1,0.2,97.0,93.0,0.6,1.9
Cc1ccc(C)c(CSc2ccc3nnc(-c4ccccn4)n3n2)c1,8,90.0,91.0,93.0,84.0,6.4,16.0,84.0,80.0,0.2,1.8
CCN(CC)S(=O)(=O)c1ccc(N(C)C)c(NC(=O)CC(NC(C)=O)c2ccccc2)c1 (stereo unspecified),11,96.0,97.0,96.0,97.0,10.4,.,95.0,94.0,0.9,22.8
COC(=O)c1ccc(SC)cn1,2,101.0,109.0,101.0,101.0,13.7,-4.3,100.0,105.0,0.1,0.6
O=C(CN1C(=O)C2(OCCCO2)c2ccccc21)NCCc1ccccc1,35,95.0,97.0,99.0,98.0,2.9,.,99.0,99.0,0.3,0.7
C#CCNC(=O)C1=C[C@H](c2ccc(C(F)(F)F)cc2)C[C@H](OCCCCO)O1,5,97.0,98.0,105.0,96.0,4.9,.,98.0,96.0,0.1,2.2
CC(C)(C)Cc1nnc(NC(=O)Cc2cccs2)s1,8,94.0,101.0,99.0,95.0,60.1*,-10.7,99.0,96.0,-3.0,8.1
O=C(N/N=C\c1cccs1)c1sccc1-n1cccc1,9,107.0,103.0,95.0,104.0,13.4,-26.7,99.0,103.0,0.4,1.4
Cc1cc(Br)c2c(c1)/C(=C/C(=O)c1cccs1)C(=O)N2,8,97.0,99.0,102.0,96.0,15.7,-15.2,98.0,97.0,0.1,2.9
COc1cccc(NC(=O)N2CCC(N3CCCCC3)CC2)c1,26,97.0,104.0,102.0,100.0,-3.5,.,99.0,100.0,0.0,0.0
Cn1cc(CN2CCC(C(=O)N3CCCCC3)CC2)c(-c2ccccc2F)n1,8,96.0,100.0,97.0,100.0,6.7,0.8,99.0,100.0,3.3,4.6
CCOc1cc(C=O)ccc1OCc1cc(=O)n2cc(C)ccc2n1,11,95.0,99.0,93.0,94.0,11.0,-10.1,93.0,93.0,1.2,20.1
CC1(C)C2CC=C(/C=N/NC(=O)c3ccccc3O)C1C2 (stereo unspecified),3,98.0,103.0,99.0,101.0,25.2,0.3,100.0,103.0,0.5,12.8
O=C(c1ccco1)N1CCN(S(=O)(=O)c2ccc(S(=O)(=O)NC3CCCCC3)cc2)CC1,9,98.0,106.0,104.0,100.0,2.5,.,101.0,100.0,0.6,2.5
O=C(COC(=O)c1cncc(Br)c1)NCc1ccccc1Cl,26,98.0,95.0,105.0,100.0,20.4,.,99.0,97.0,0.5,1.9
O=C(Nc1nn[nH]n1)c1cccc([N+](=O)[O-])c1,10,92.0,96.0,97.0,94.0,7.8,-5.9,97.0,95.0,0.5,-0.3
COc1cc(C(c2c(C)[nH][nH]c2=O)c2c(C)[nH][nH]c2=O)cc(OC)c1OC,9,96.0,104.0,104.0,101.0,-9.1,4.9,97.0,96.0,0.1,2.3
Cc1ccccc1C(=O)N/N=C1\SCC(=O)N1Cc1ccco1,8,95.0,98.0,98.0,97.0,16.5,2.4,98.0,98.0,0.3,0.0
Nc1c(NC2CCCCC2)c2ccccc2oc1=O,11,98.0,100.0,99.0,103.0,-3.6,-6.3,102.0,103.0,1.1,3.2
O=C(Nc1ccc(Cl)cc1)C1CCN(C(=O)NC2CCCCC2)CC1,7,97.0,98.0,99.0,98.0,-0.1,.,99.0,98.0,0.3,8.2
O=C(N/N=C/c1coc2ccccc2c1=O)c1cn(-c2ccccc2)nc1-c1ccc(F)cc1,4,95.0,97.0,100.0,98.0,-45.0,.,98.0,98.0,-2.0,-5.3
COc1ccc2c(c1)[n+](=O)c(C(C)=O)c(C)n2[O-],20,95.0,95.0,100.0,98.0,23.4,.,97.0,95.0,0.1,0.5
CC1CCN(CCOc2ccc(OCc3ccccc3)cc2)CC1,24,101.0,103.0,97.0,100.0,31.5,19.9,102.0,102.0,0.4,-0.1
O=C1NN=COc2ccccc21,10,97.0,103.0,107.0,101.0,8.5,-4.1,101.0,97.0,1.1,13.1
Cn1cc(C(=O)N/N=C/c2cccs2)c2ccccc21,23,101.0,100.0,101.0,97.0,21.5,-11.3,96.0,96.0,-0.2,44.1
COc1ccc(Cc2nnc(NS(=O)(=O)Cc3ccccc3)s2)cc1,14,97.0,104.0,96.0,101.0,3.0,.,99.0,98.0,2.1,10.5
NC(=O)c1c(NC(=O)CCCn2cnc([N+](=O)[O-])n2)sc2c1CCCC2,8,91.0,93.0,105.0,95.0,11.7,6.5,97.0,95.0,0.8,24.5
O=C(N/N=C/c1cc(Cl)ccc1O)c1ccc(Br)cc1,4,102.0,100.0,101.0,99.0,63.4*,-20.6,99.0,100.0,-0.7,-5.3
Cc1c(NC(=O)c2cc(-c3ccc4c(c3)OCO4)on2)c(=O)n(-c2ccccc2)n1C,7,99.0,100.0,99.0,101.0,16.9,.,100.0,101.0,0.8,3.5
Cc1ccc(O)c(CCc2ccc(O)cc2)n1,10,98.0,101.0,97.0,97.0,11.5,-8.9,98.0,98.0,0.1,-0.2
C/C(=N\NC(=O)OC(C)(C)C)c1ccccc1Br,11,98.0,102.0,105.0,100.0,5.2,-11.4,99.0,98.0,0.3,1.1
COCC(=O)N(C)C1(c2nnnn2CCOC(=O)Nc2cccc3ccccc23)CCCC1,4,101.0,93.0,98.0,99.0,13.4,.,101.0,101.0,0.1,0.8
CC(C)CCn1c(O)c(N=Nc2ccccn2)c2ccccc21,13,97.0,99.0,99.0,97.0,21.7,21.1,98.0,96.0,1.9,86.7*
COc1ccc(Nc2cc(C)c3ccccc3n2)cc1,6,100.0,106.0,97.0,104.0,16.5,.,103.0,102.0,1.6,9.2
COc1ccc(N2CCN(C(=O)CN(C)S(=O)(=O)c3ccc4c(c3)c(=O)n(C)c(=O)n4C)CC2)cc1,10,92.0,92.0,100.0,90.0,4.1,.,91.0,90.0,0.6,1.9

# Entries listed so far that have an NH in an aromatic ring:
SMILES,Avidin bead fluor,Rac1 act GTP bind,Rac1 wt modul,Rab7 wt modul,HRas wt GTP bind,Mcl1 Noxa PPI,Pf gametocyte,Rab2A wt mod,Cdc42 wt,ABCB1 block,ABCG2 block
O=C(Nc1nn[nH]n1)c1cccc([N+](=O)[O-])c1,10,92.0,96.0,97.0,94.0,7.8,-5.9,97.0,95.0,0.5,-0.3
COc1cc(C(c2c(C)[nH][nH]c2=O)c2c(C)[nH][nH]c2=O)cc(OC)c1OC,9,96.0,104.0,104.0,101.0,-9.1,4.9,97.0,96.0,0.1,2.3

# The list continues.
SMILES,Avidin bead fluor,Rac1 act GTP bind,Rac1 wt modul,Rab7 wt modul,HRas wt GTP bind,Mcl1 Noxa PPI,Pf gametocyte,Rab2A wt mod,Cdc42 wt,ABCB1 block,ABCG2 block
Cc1ccc(-c2nn(-c3ccccc3)cc2C2CC(c3cccs3)=NN2C(=O)CCCC(=O)O)cc1 (stereo unspecified),8,98.0,101.0,95.0,98.0,23.9,-26.5,97.0,99.0,0.0,-0.3
COc1ccc(CNC(=O)CCSCc2ccccc2C)cc1,9,93.0,91.0,107.0,97.0,12.3,23.4,97.0,96.0,0.5,1.6
CC(C)NC(=O)Cn1c(SCC(=O)N2CCCCCC2)nc2ccccc21,9,98.0,103.0,101.0,100.0,7.7,8.2,102.0,102.0,2.6,9.5
O=C(COC(=O)C12CC3CC(CC(O)(C3)C1)C2)NC12CC3CC(CC(C3)C1)C2,8,95.0,96.0,97.0,100.0,2.7,-8.2,100.0,100.0,-0.2,0.3
CCOC(=O)c1sc2nc(CSc3nc4ccccc4n3CC)[nH]c(=O)c2c1C,36,99.0,101.0,98.0,101.0,0.1,.,102.0,103.0,0.2,0.5
CCSc1nnc(NC(=O)C2(C)Cc3ccccc3C(=O)O2)s1 (stereo unspecified),11,99.0,106.0,100.0,102.0,-1.2,10.0,101.0,100.0,0.2,1.2
Cc1ccc(N/N=C(\C#N)C(N)=S)c(C)c1,8,96.0,102.0,97.0,95.0,30.7,-4.6,98.0,101.0,-0.2,-0.3
Cc1ccc2cc(S(=O)(=O)NCCCC(=O)O)ccc2c1,14,97.0,100.0,103.0,100.0,10.8,.,98.0,94.0,1.2,14.5
Cc1cccc(NS(=O)(=O)c2cccc3cccnc23)n1,6,100.0,105.0,102.0,100.0,-7.1,.,102.0,103.0,-1.6,-3.0
O=[N+]([O-])c1ccc(Cl)c2cccnc12,11,95.0,97.0,100.0,97.0,-6.4,-24.0,98.0,96.0,-0.3,-0.3
O=C(CCSCc1ccccc1Cl)NC1CCCCC1,11,95.0,99.0,97.0,98.0,-3.6,11.1,95.0,99.0,0.4,2.7
COC(CNS(=O)(=O)c1cccc2nonc12)OC,13,97.0,101.0,103.0,98.0,9.7,24.0,99.0,103.0,0.6,1.3
CN1CCN(C(=O)c2cn(-c3ccccc3)nc2-c2cccnc2)CC1,.,98.0,101.0,98.0,99.0,2.9,-0.9,101.0,100.0,-0.2,-0.9
COc1ccc(CCNC2CC(=O)N(CCc3ccc(OC)c(OC)c3)C2=O)cc1 (stereo unspecified),7,97.0,100.0,100.0,98.0,-10.1,.,98.0,99.0,1.4,2.7
